# Smad3 inh = Smad3/FoxH1 peptide binding inhibitors, primary screen, biochemical, TR-FRET | TR-FRET Smad3/Dy647-FoxH1 peptide binding, europium anti-His | AID 630, 2007 | 0.29% of 88,000 active | inhibition, % at 25 µM;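 active = compounds that reduce the energy-transfer binding signal between the protein and its labelled peptide by more than half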;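 also: 0% = Smad3 plus labelled peptide maximal FRET and 100% = peptide-only background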
# Target sequence (P84022 whole entry, looked up): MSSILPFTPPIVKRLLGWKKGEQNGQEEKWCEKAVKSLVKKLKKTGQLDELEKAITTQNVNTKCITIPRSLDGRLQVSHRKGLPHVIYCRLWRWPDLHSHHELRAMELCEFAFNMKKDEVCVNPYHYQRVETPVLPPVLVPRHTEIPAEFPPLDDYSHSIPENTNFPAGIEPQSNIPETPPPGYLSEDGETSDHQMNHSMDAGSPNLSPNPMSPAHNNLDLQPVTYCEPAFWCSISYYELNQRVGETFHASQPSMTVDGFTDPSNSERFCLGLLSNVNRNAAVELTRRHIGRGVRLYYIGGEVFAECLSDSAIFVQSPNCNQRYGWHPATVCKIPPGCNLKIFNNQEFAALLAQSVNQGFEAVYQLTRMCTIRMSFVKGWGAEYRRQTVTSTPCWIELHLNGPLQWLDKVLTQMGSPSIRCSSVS
# CD11b adhes enh = enhancers of CD11b/CD18 adhesion to fibrinogen, primary screen, K562 cells, luminescence. Integrin beta-2 (Homo sapiens) + Integrin alpha-M (Homo sapiens), P05107+P11215. AID 1499, 2009. 0.07% of 93,000 active. activation, % at 10 µM. ATPlite luminescence;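 active = 10 µM primary screen giving 50% or more activity, confirmed by 40% or more on retest at that dose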; also: strong numbers were not always called active; reference of the scale not given here
# MT1-MMP txn act = MT1-MMP promoter reporter activation – cell-based, luciferase luminescence, primary screen; HT1080 MT1-MMP promoter luciferase reporter, overnight; active compounds read high; activation factor at 10 µM; 0.16% of 86,000 active;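 active = activation factor of at least 2 for MT1-MMP transcription at 10 µM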
# * hit, by the source's call; / = no result given. Some of the compounds tested; the hit share may differ from the screen's.
# Fields – Smad3 inh, CD11b adhes enh, MT1-MMP txn act
- O=C1N[C@]2(CN3CCC2CC3)C(=O)N1CN(Cc1ccccc1)c1ccccc1
→ -3.9, /, /
- C[C@@H](Cc1ccc(Cl)cc1Cl)NO
→ 20.5, /, /
- O=C(O)C[C@@H]1NCc2cc3ccccc3nc21
→ 50.6*, /, /
- Oc1ccc([C@H](O)[C@@H]2CCCCN2)cc1O
→ 1.4, /, /
- C[C@@]12CN(CC[N+](C)(C)C)C[C@]1(C)[C@H]1CC[C@@H]2O1
→ 28.0, /, /
- O=C(O)[C@@H]1[C@H](C(=O)O)[C@]2(Cl)C(Cl)=C(Cl)[C@@]1(Cl)C2(Cl)Cl
→ 16.3, /, /
- Cc1ccc(OP(=O)(Oc2ccc(C)cc2)N2C=Cc3ccccc3[C@H]2C#N)cc1
→ 15.2, /, /
- c1ccc(CCN2CCCCCC2)nc1
→ 16.4, /, /
- Oc1ccc(CCNCc2cc3c(cc2Br)OCO3)cc1
→ 9.3, /, /
- COc1cc2c(cc1OC)[C@]13CCN4CC5=CCO[C@@H](CC(=O)O)[C@H]([C@H]5C[C@H]41)[C@@H]3N2
→ 88.1*, /, /
- CC1(C)N=C(N)N=C(N)N1c1cccc(C(=O)Nc2ccc(S(=O)(=O)F)cc2)c1
→ 8.9, /, /
- COc1cc2cc(c1Cl)N(C)C(=O)C[C@H](OC(=O)C(C)C)[C@]1(C)O[C@H]1[C@@H](C)[C@H]1C[C@](O)(NC(=O)O1)[C@@H](OC)/C=C\C=C(\C)C2
→ 4.0, /, /
- C[C@H](CC(C#N)(c1ccccc1)c1ccccc1)N1CCCCC1
→ -10.8, /, /
- c1cncc(CNCCN2CCNCC2)c1
→ 4.3, /, /
- COc1cc2c(cc1OC)[C@]13CC[N@+]4(C)CC5=CCO[C@@H]6CC(=O)N2[C@@H]1[C@@H]6[C@@H]5C[C@]34O
→ 93.0*, /, /
- CC[C@H]1CN2CCc3cc(OC)c(OC)cc3[C@@H]2C[C@@H]1C[C@H]1NCCc2c1[nH]c1ccc(O)cc21
→ 4.2, /, /
- O=C1C[C@@H]2OCC=C3CN4CC[C@]56c7ccccc7N1[C@H]5[C@H]2[C@H]3C[C@H]46 (tested in a mixture with another compound)
→ -5.8, /, /
- CC1=NN(c2ccc(S(=O)(=O)O)cc2C)C(=[OH+])[C@@H]1N=Nc1cc(S(=O)(=O)O)ccc1C(=O)O.O.[Cr]
→ 11.5, /, /
- C[C@H]1CC[C@]2(NC1)O[C@H]1C[C@H]3[C@H]4CC=C5C[C@@H](O)CC[C@]5(C)[C@@H]4CC[C@]3(C)[C@H]1[C@@H]2C
→ 11.0, /, /
- O=P(O)(OP(=O)(O)c1ccccc1)c1ccccc1 (tested in a mixture with another compound)
→ -1.1, /, /

# Full records from above. Order of values: Smad3 inh	CD11b adhes enh	MT1-MMP txn act
# Results for `c1cncc(CNCCN2CCNCC2)c1` = 4.3	/	/
# Results for `C[C@H](CC(C#N)(c1ccccc1)c1ccccc1)N1CCCCC1` = -10.8	/	/
# Results for `C[C@@]12CN(CC[N+](C)(C)C)C[C@]1(C)[C@H]1CC[C@@H]2O1` = 28.0	/	/
# Results for `O=P(O)(OP(=O)(O)c1ccccc1)c1ccccc1` (tested in a mixture with another compound) = -1.1	/	/
# Results for `Cc1ccc(OP(=O)(Oc2ccc(C)cc2)N2C=Cc3ccccc3[C@H]2C#N)cc1` = 15.2	/	/

# Going on with the list:
# Fields – Smad3 inh, CD11b adhes enh, MT1-MMP txn act
- c1ccc2c([C@@H]3CCN(CCN4CCOCC4)C3)c[nH]c2c1
→ 22.9, /, /
- COC(=O)[C@@H]1c2cc3c(c(O)c2[C@@H](O)C[C@]1(C)O)C(=O)c1c(O)cc2c(c1C3=O)O[C@H]1O[C@]2(C)[C@@H](O)[C@H](N(C)C)[C@H]1O
→ 26.9, /, /
- COc1ccc(C(=O)O[C@@H]2CC[C@@]3(C)[C@@H]4CC[C@@H]5[C@@]6(O)C[C@@H](O)[C@@]7(O)[C@@H](CN8C[C@H](C)CC[C@H]8[C@]7(C)O)[C@]6(O)C[C@@]53O[C@@]42O)cc1OC
→ 19.7, /, /
- O=C(O)[C@@H](O)[C@@H](O)[C@@H]1[O][Sb][O][C@@H]1CO
→ 16.4, /, /
- O=C(O)CN1C(=O)CN=C(c2ccccn2)c2cc(Cl)ccc21
→ 8.9, /, /
- C[C@@]12CC[C@@H]3[C@H](CCC4=CC(=O)CC[C@H]43)[C@H]1CC[C@H]2OC1(O)C(=O)c2ccccc2C1=O
→ 53.6*, /, /
- N[C@@H](Cc1c[nH]c2cc([N+](=O)[O-])ccc12)C(=O)O
→ 9.7, /, /
- CO[C@@H]([CH2][Hg][n]1cnc2c1c(=O)n(C)c(=O)n2C)CN1C(=O)c2ccccc2S1(=O)=O
→ 63.6*, /, /
- Cc1nc2ccccc2cc1C[N+]12CN3CN(CN(C3)C1)C2
→ 33.6, /, /
- O=C(O)Cc1ccc([N+](=O)[O-])cc1[N+](=O)[O-]
→ 0.3, /, /
- O=[As](O)(O)c1ccc(NCc2ccccc2)cc1
→ 10.0, /, /
- Cc1ccc(C2(c3ccc(C)c(O)c3C)CCN(C)CC2)c(C)c1O
→ 29.5, /, /
- O=S(=O)(Nc1nccs1)c1ccc([As](=O)(O)O)cc1
→ 102.0*, /, /
- c1cc(CCN2CCCCC2)ccn1
→ -3.5, /, /
- CCNC(C)(C)[C@@H](SS)c1ccc(Br)cc1
→ 95.7*, /, /
- NC1(P(=O)(O)O)CCCCC1
→ -5.6, /, /
- CCC1=C(C[C@H]2NCCc3cc(OC)c(OC)cc32)C[C@H]2c3ccccc3CCN2C1
→ -4.8, /, /
- C[C@]12CC[C@H](O)C[C@@H]1CC[C@H]1[C@H]2CC[C@]2(C)[C@@H]1CC[C@H]2C(=O)C[C@H](O)C(F)(F)F
→ 0.4, /, /
- NC(=O)c1ccc(C(=O)Nc2ccc([As](=O)(O)O)cc2)cc1
→ 12.2, /, /
- CC(C)[C@@H](Br)C(=O)NCC(=O)O
→ -6.9, /, /
- CC(=O)O[C@H]1CC[C@@]2(C)[C@@H](CC[C@H]3[C@H]2CC(=O)[C@]2(C)[C@@H]3C[C@@H](N3CC3)[C@H]2C(C)=O)C1
→ 9.5, /, /
- NCC[Se][Se]CCN
→ 6.6, /, /
- CC(C)CNCCc1ccccn1
→ 1.2, /, /
- CS(=O)(=O)O[C@H]1CN2CCC1CC2
→ 3.4, /, /
- CC1=NN(c2ccccc2)C(=O)[C@H]1N=Nc1ccc([As](=O)(O)O)c(O)c1
→ 2.2, /, /
- O=C(O)C(Oc1nc(=S)[nH]c(=S)[nH]1)(c1ccc(Cl)cc1)c1ccc(Cl)cc1
→ 47.3, /, /
- c1nc(N2CC2)c2cnn([C@@H]3CCCCO3)c2n1
→ 7.7, /, /
- C[C@]12CC[C@H](O[C@@H]3O[C@H](CO)[C@@H](O)[C@H](O)[C@H]3O)C[C@@H]1CC[C@@H]1[C@@H]2CC[C@]2(C)[C@@H](C3=CCOC3=O)CC[C@@]12O
→ 56.1*, /, /
- CC(=O)OC1=CC2=CC[C@H]3[C@@H]4CCC(=O)[C@@]4(C)CC(=O)[C@]3(S)[C@]2(C)CC1
→ 34.8, /, /
- CNC(=O)[C@@H]1C[C@H]1[C@@H](NP(=O)(c1ccccc1)c1ccccc1)c1ccccc1
→ /, /, 1.1
- Cc1c(N=Cc2c(O)n(Cc3ccco3)c(=O)[nH]c2=O)c(=O)n(-c2ccccc2)n1C
→ /, /, 0.9
- C=C(CC1(C(C)NP(=O)(c2ccccc2)c2ccccc2)CC1)c1ccccc1 (centres undefined)
→ /, /, 1.1
- CN1CCc2c(c(N3CCCCC3)nc3n[nH]c(N)c23)C1
→ /, /, 1.1
- CCOCCN1CCC(OC(C)=O)C(C)C1 (centres undefined)
→ /, /, 1.2
- Cc1cc(OCC(=O)OC(C)C)c2c3c(c(=O)oc2c1)CCCC3
→ /, /, 1.1
- CCCCC1C(=O)NC(=S)NC1=O
→ /, 1.5, /
- N#CCCn1cc(C(=O)Nc2ccc([N+](=O)[O-])cc2)c(-c2ccc3c(c2)OCCO3)n1
→ /, -0.3, /
- CCN1C(=O)C(=C/C=C/c2ccco2)C(=O)N(CC)C1=S
→ /, 1.3, /
- CCOCCCn1c(N)c(C(=O)Nc2sc3c(c2C(=O)OC)CCCC3)c2nc3ccccc3nc21
→ /, 29.4, /
- CN1CCN(c2nc3ccccn3c(=O)c2C=C2C(=O)N(C)C(=O)N(C)C2=O)CC1
→ /, 1.1, /

# Compounds shown so far with a cyano group (3):
# Fields – Smad3 inh, CD11b adhes enh, MT1-MMP txn act
- Cc1ccc(OP(=O)(Oc2ccc(C)cc2)N2C=Cc3ccccc3[C@H]2C#N)cc1
→ 15.2, /, /
- C[C@H](CC(C#N)(c1ccccc1)c1ccccc1)N1CCCCC1
→ -10.8, /, /
- N#CCCn1cc(C(=O)Nc2ccc([N+](=O)[O-])cc2)c(-c2ccc3c(c2)OCCO3)n1
→ /, -0.3, /

# (next part)
# Fields – Smad3 inh, CD11b adhes enh, MT1-MMP txn act
- Cc1nn(Cc2ccccc2)c(C)c1C(=O)NC1CCCc2ccccc21 (centres undefined)
→ /, 0.6, /
- Cc1nc2ccccn2c1P(=S)(N1CCCCC1)N1CCCCC1
→ /, -0.3, /
- Cc1cc(C)cc(NC(=S)NC2CC3CCCC(C2)N3Cc2cccs2)c1 (centres undefined)
→ /, 2.1, /
- Cc1ccccc1C1=NCC(=O)N(CC(=O)N2CCCCC2)c2sc(C)c(C)c21
→ /, 3.7, /
- CC(=NC(C)c1ccccc1)c1c(O)[nH]c(=O)[nH]c1=O (centres undefined)
→ /, -5.3, /
- COP(=O)(OC)C(Nc1ccccn1)c1ccccc1 (centres undefined)
→ /, -0.2, /
- Cc1ccc(-n2c(C)cc(/C=C3/C(=O)NC(=O)N(Cc4ccco4)C3=O)c2C)cc1
→ /, -3.7, /
- CC(=O)Nc1ccccc1C(=O)OCC(=O)c1cccc2ccccc12
→ /, -2.9, /
- COc1cccc(/C=C2\N=C(c3cncc(Br)c3)OC2=O)c1
→ /, -4.7, /
- CCCCn1c(=O)c(C(=O)Nc2ccsc2C(=O)OC)c(O)c2ccccc21
→ /, 51.4, /
- CCn1c(P(C)(=O)O)nc2ccccc21
→ /, -2.1, /
- CCOc1ccccc1NC(=O)N1CCC2(CC1)OCCO2
→ /, 5.9, /
- O=C(N/N=C/c1c(O)n(Cc2ccccc2)c(=O)[nH]c1=O)c1ccccc1O
→ /, -2.9, /
- COc1ccccc1OCC(=O)Nc1ccc(Cl)cc1C(=O)c1ccccc1
→ /, -1.0, /
- CCNC(=O)NC(=O)C(C)OC(=O)c1c(C)nn(Cc2ccccc2)c1Cl (centres undefined)
→ /, 3.0, /
- Cn1c(=O)c2c(nc(N/N=C/c3c(O)n(-c4ccccc4)c(=S)[nH]c3=O)n2C)n(C)c1=O
→ /, 2.6, /
- CCCc1nnc(NC(=O)CCC(=O)N2CCN(CCOC(c3ccccc3)c3ccccc3)CC2)s1
→ /, 8.9, /
- O=c1c2ccccc2nc(-c2ccc(Cl)cc2Cl)n1-c1nccs1
→ /, 3.3, /
- O=c1c2cc([N+](=O)[O-])ccc2nc(CN2CCOCC2)n1-c1ccccc1F
→ /, -5.5, /
- O=C(CN1CCOCC1)c1cccc2ccccc12
→ /, -5.8, /
- CCOC(=O)c1c(C)[nH]c(C(=O)C(Cc2ccccc2)N(C)C)c1C (centres undefined)
→ /, 0.1, /
- CN1C(=O)NC(=O)C2(Cc3ccccc3N3CCOCC32)C1=O (centres undefined)
→ /, -3.7, /
- Cc1cc(/C=C2\C(=O)NC(=S)N(C)C2=O)c(C)n1C1CCCCC1
→ /, -3.6, /
- COc1ccc(CN2CCN(c3ccccc3)CC2)c(C)c1C
→ /, -1.7, /
- COc1cc(OC)cc(C(=O)Nc2ccc(Br)cc2C(=O)c2ccccc2)c1
→ /, 0.4, /
- O=c1[nH]c(=S)n(C2CC2)c(O)c1/C=N/Nc1cccc2ccccc12
→ /, 0.3, /
- O=C(CCNS(=O)(=O)c1ccccc1)Nc1ccc(Cl)cc1C(=O)c1ccccc1
→ /, -4.5, /
- Cc1cccc(OP(=O)(Nc2cccnc2)Oc2cccc(C)c2)c1
→ /, 5.8, /
- Cc1cccc(-n2c(O)c(/C=N/Nc3nc4c(c(=O)n(C)c(=O)n4C)n3C)c(=O)[nH]c2=S)c1
→ /, 3.8, /
- C=CCN1C(=O)/C(=C/c2ccc3c(c2)CCCN3CCC)C(=O)NC1=S
→ /, 99.8, /
- Cc1cccc(N2C(=O)/C(=C/N3CCN(C(=O)c4ccco4)CC3)C(=O)NC2=S)c1
→ /, -0.8, /
- CCC(C)n1c(O)c(C(c2ccccn2)c2c(O)n(C(C)CC)c(=S)[nH]c2=O)c(=O)[nH]c1=S (centres undefined)
→ /, 8.2, /
- O=C1NC(=O)N(c2ccc3c(c2)OCO3)C(=O)/C1=C\c1ccc(N2CCCCC2)o1
→ /, -1.4, /
- O=c1[nH]c(=O)n(Cc2ccc(F)cc2)c(O)c1C=NCCCO
→ /, 2.2, /
- COc1ccccc1OP(=O)(Nc1cccnc1)Oc1ccccc1OC
→ /, -0.3, /

# Quoted from the listing.
# CD11b adhes enh, `CCOC(=O)c1c(C)[nH]c(C(=O)C(Cc2ccccc2)N(C)C)c1C` (centres undefined) = 0.1
# CD11b adhes enh, `O=c1[nH]c(=O)n(Cc2ccc(F)cc2)c(O)c1C=NCCCO` = 2.2

# Two compounds drawn at random from those above:
# Fields – Smad3 inh, CD11b adhes enh, MT1-MMP txn act
- Oc1ccc(CCNCc2cc3c(cc2Br)OCO3)cc1
→ 9.3, /, /
- CC(=O)O[C@H]1CC[C@@]2(C)[C@@H](CC[C@H]3[C@H]2CC(=O)[C@]2(C)[C@@H]3C[C@@H](N3CC3)[C@H]2C(C)=O)C1
→ 9.5, /, /
